Screening results (PubChem BioAssay)
TR-FRET SRC-2 ct – TR-FRET signal artefacts, primary screen, artefact control for PPARgamma SRC-2 agonist project, biochemical. TR-FRET ratio at 8 µM. 0.4% of 200,000 active. TR-FRET artefact counter-screen; stronger effect = higher value; in the data active means TR-FRET ratio above about 2000; further: inactives centre near 1500
TNAP inh hiacc – human TNAP enzyme inhibitors, primary screen, biochemical, luminescent, high phosphate acceptor level, uHTS. Alkaline phosphatase, tissue-nonspecific isozyme (Homo sapiens), P05186. purified TNAP, CDP-star luminescence, 1 M DEA. inhibition, % at 20 µM. 0.03% of 200,000 active;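 active means over 50% inhibition of tissue-nonspecific alkaline phosphatase at 20 µM in the single-dose screen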;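 further: plate controls were DMSO wells for no effect and EDTA-quenched wells as full inhibition for full effect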
Target sequence (P05186 whole entry, looked up): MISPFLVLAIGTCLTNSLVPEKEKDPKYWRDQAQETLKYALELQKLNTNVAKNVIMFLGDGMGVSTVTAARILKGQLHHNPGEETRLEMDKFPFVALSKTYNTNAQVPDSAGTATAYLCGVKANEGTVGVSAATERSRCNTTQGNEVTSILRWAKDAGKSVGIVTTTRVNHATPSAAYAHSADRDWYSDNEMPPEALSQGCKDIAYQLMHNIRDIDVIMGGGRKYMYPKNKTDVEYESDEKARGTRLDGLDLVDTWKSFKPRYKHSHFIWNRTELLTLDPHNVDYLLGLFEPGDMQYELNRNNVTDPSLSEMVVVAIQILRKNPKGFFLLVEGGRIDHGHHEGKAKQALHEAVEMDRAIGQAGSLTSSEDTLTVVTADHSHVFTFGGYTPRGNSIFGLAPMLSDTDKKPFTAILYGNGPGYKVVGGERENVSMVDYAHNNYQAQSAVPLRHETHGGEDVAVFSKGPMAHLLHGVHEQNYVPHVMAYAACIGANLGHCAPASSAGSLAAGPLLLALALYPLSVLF
Efa HMGR inh – inhibitors of E. faecalis class II HMGR, primary screen, biochemical, Enterococcus faecalis | purified E. faecalis HMGR, NADPH absorbance 340 nm kinetic | inhibition, % at 10 µM | HMG-CoA reductase (Enterococcus faecalis, mvaE) | AID 1066, 2008 | 0.41% of 190,000 active;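 active means inhibition above a set limit, the median over all tested compounds plus 3 SD, cut at about 9.5% in these data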;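 further: enzyme runs in reverse so mevalonate oxidation gives rising NADPH absorbance; 0% = complete reaction with DMSO and 100% = background rate lacking mevalonate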
PPARg SRC-2 ag – agonists of PPARg-SRC-2 recruitment, primary screen, biochemical, HTS | Peroxisome proliferator-activated receptor gamma (Homo sapiens), P37231 | PPARgamma LBD-SRC-2 recruitment | activation, % at 8 µM | 0.34% of 200,000 active; in the data active means activation above about 22%;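 further: 0% = vehicle and 100% = reference agonist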
Target sequence (P37231 whole entry, looked up, the tested form may be a part): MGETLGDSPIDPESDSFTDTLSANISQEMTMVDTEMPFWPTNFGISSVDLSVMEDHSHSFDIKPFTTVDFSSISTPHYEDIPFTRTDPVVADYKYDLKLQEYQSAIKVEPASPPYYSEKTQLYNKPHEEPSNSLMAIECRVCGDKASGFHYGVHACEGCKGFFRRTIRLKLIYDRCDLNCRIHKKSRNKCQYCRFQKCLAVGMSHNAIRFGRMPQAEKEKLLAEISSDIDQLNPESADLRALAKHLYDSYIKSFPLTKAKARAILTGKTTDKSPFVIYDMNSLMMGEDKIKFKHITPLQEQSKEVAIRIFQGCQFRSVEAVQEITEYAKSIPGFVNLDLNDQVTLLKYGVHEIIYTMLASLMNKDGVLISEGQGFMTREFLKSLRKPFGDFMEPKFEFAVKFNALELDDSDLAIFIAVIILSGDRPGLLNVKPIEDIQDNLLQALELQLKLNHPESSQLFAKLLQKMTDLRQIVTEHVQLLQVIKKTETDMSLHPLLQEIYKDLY
bIAP activator – bovine intestinal alkaline phosphatase activators, primary screen, biochemical, bovine IAP, CDP-star luminescence | activation factor at 20 µM | alkaline phosphatase, intestinal [Bos taurus] | 0.17% of 200,000 active | purified bovine IAP, 30 min; stronger effect = higher value; fold of DMSO-control signal, blank-subtracted;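 active means activation factor of 2 or more at 20 µM, a signal rise over negative controls twice the positive control's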
PPARg SRC-3 ag – PPARgamma agonists recruiting SRC-3 coactivator, primary screen, biochemical | activation, % at 8 µM | biochemical PPARgamma/SRC-3 coactivator recruitment assay | Peroxisome proliferator-activated receptor gamma (Homo sapiens), P37231 | 0.26% of 200,000 active; in the data active means activation above about 23%;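 further: 0% = DMSO and 100% = reference agonist; some compounds past the cut are filed as inactive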
TNAP act hi DEA – TNAP activators at high phosphate acceptor level, primary screen, biochemical, luminescence, uHTS; activation factor at 20 µM; purified TNAP, CDP-star luminescence, 1 M DEA, 30 min; stronger effect = higher value; 0 = EDTA background, 1 = DMSO-only activity; Alkaline phosphatase, tissue-nonspecific isozyme (Homo sapiens), P05186; 200,000 tested, under 10 active; AID 1136, 2008;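 active means activation factor at least 2 at 20 µM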
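Test system – human TNAP · Doses – 20 µM single point · Incubation – 30 min, room temperature · Signal – luminescent substrate turnover signal · Read-out basis – activation factor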
TNAP inh no acc – human TNAP enzyme inhibitors, primary screen, biochemical, luminescent, no phosphate acceptor, uHTS. Alkaline phosphatase, tissue-nonspecific isozyme (Homo sapiens), P05186. purified TNAP, CDP-star luminescence, 30 min. inhibition, % at 20 µM. 0.26% of 200,000 active. AID 1012, 2008;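 active means tissue-nonspecific alkaline phosphatase inhibition above about 50% at 20 µM in the single-dose screen, limit read from the data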;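 further: 0% = DMSO negative control and 100% = EDTA positive control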
bIAP inhibitor – bovine intestinal alkaline phosphatase inhibitors, primary screen, selectivity assay for TNAP inhibitor project, biochemical, bovine IAP, CDP-star luminescence; 190,000 tested, under 10 active; inhibition, % at 20 µM; purified bovine IAP, 30 min; AID 1019, 2008;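 active means over 50% inhibition of intestinal alkaline phosphatase at 20 µM in the single-dose screen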
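Incubation: 30 min reaction at room temperature / Material: purified bovine intestinal alkaline phosphatase (IAP) enzyme / Input: enzyme at 1/65,000,000 dilution / Dosing: 20 µM single dose / Signal: CDP-star luminescence signal / Reagent: CDP-star chemiluminescent phosphatase substrate, 30 µM final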
PPARg SRC1 recr – PPARgamma agonists recruiting SRC-1 coactivator, primary screen, biochemical. 0.41% of 200,000 active. PPARgamma-SRC-1 coactivator recruitment biochemical assay. Peroxisome proliferator-activated receptor gamma (Homo sapiens), P37231. AID 631, 2007. activation, % at 8 µM; in the data active means activation above about 19%;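 further: 0% = DMSO and 100% = reference agonist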
Active calls of the source: *; . = no result given.

Below each SMILES – TR-FRET SRC-2 ct	TNAP inh hiacc	Efa HMGR inh	PPARg SRC-2 ag	bIAP activator	PPARg SRC-3 ag	TNAP act hi DEA	TNAP inh no acc	bIAP inhibitor	PPARg SRC1 recr
1	Cc1ccc2cc(CN(CCN3CCCC3)C(=O)Nc3ccc(F)cc3)c(=O)[nH]c2c1C
  1550	-6	2	4	1	-5	1.1	-11	-2	-7
2	CCN(CC)Cc1c(CC(C)C)oc(C)c1C(=O)O
  1576	-1	0	2	0.9	4	1	2	6	2
3	CCOC(=O)c1sc(N=NC2=C(O)CC(C)(C)CC2=O)c(C(=O)OCC)c1C
  1627	21	-4	-2	1.1	-2	0.8	-114	-10	5
4	CC(=NCc1ccco1)c1c(C(F)(F)F)[nH]n(-c2nc3ccccc3s2)c1=O
  1434	-4	1	2	0.9	1	1	-1	7	2
5	O=C(NCc1ccccc1F)C1CCCN1C(=O)NC1CCCCC1 (centres undefined)
  1706	-6	-4	10	0.9	6	1.1	-10	12	7
6	CCCCNC(=S)N=Nc1c(O)[nH]c2ccccc12
  1702	9	-3	9	0.9	-1	0.9	-28	12	8
7	CCN(CC)C(=O)c1sc(NC(=O)Cc2cccs2)c(C#N)c1C
  1533	-7	-1	-1	1	0	1.1	-5	3	7
8	O=S(=O)(Nc1ccc(-c2csc(-c3ccccc3)n2)cc1)c1ccc(F)cc1
  1724	4	-3	2	0.9	8	1	-4	12	8
9	CCOC(=O)c1nnn(-c2nonc2N)c1COc1c(C=O)cccc1OC
  1706	-3	2	9	0.9	7	1	-16	14	5
10	Cn1c(=O)n(CCN2CCOCC2)c(=O)c2c1nc1n2CCCN1c1ccccc1
  .	6	.	.	1.2	.	0.9	-6	-21	.
11	S=c1[nH]nc(COc2ccccc2)n1/N=C/C=C/c1ccccc1
  1393	6	-3	-5	1	-1	0.9	15	-4	-4
12	CN(C)S(=O)(=O)c1cccc(C(=O)c2nccn2C)c1
  1629	-2	-6	12	0.9	4	1	8	8	4
13	COc1cccc(NC(=O)N[C@@H](Cc2ccccc2)C(=O)O)c1
  1576	-3	-2	6	1	7	1	-17	3	7
14	COc1ccc(OC)c(C(=O)CSc2nnc(-c3cccs3)n2C)c1
  1574	2	-4	0	0.9	5	1	-6	13	-4
15	CCOc1cccc(-c2nc3cc(C)ccc3o2)c1
  1331	-5	2	-1	1	-8	1.1	-12	3	0
16	C/C(N)=C(/C#N)C(=O)COC(=O)c1cccc(O)c1
  1571	-1	-1	4	1.2	4	1	-3	-16	4
17	COc1ccc2[nH]cc(CCn3ccc(O)c(C/C=C/c4ccccc4)c3=O)c2c1
  1405	-6	-6	3	1	5	1.1	-10	2	10
18	CCN1CCN(CC(=O)c2ccc(OC)cc2)CC1
  1570	-5	-4	0	1.1	0	1.1	-7	-6	1
19	CCC(C)Nc1nc(OC)nc(N(C)C#N)n1 (centres undefined)
  1324	-7	-3	3	1	2	1.1	-2	4	4
20	Cc1cccc(NC(=O)/C=C/c2ccc([N+](=O)[O-])s2)c1
  1575	-1	-5	10	1.2	1	1	0	-19	6

Given with one line to a screen: part of the list above
13. COc1cccc(NC(=O)N[C@@H](Cc2ccccc2)C(=O)O)c1
18. CCN1CCN(CC(=O)c2ccc(OC)cc2)CC1
1. Cc1ccc2cc(CN(CCN3CCCC3)C(=O)Nc3ccc(F)cc3)c(=O)[nH]c2c1C

| entry no. | 13 | 18 | 1 |
| --- | --- | --- | --- |
| TR-FRET SRC-2 ct | 1576 | 1570 | 1550 |
| TNAP inh hiacc | -3 | -5 | -6 |
| Efa HMGR inh | -2 | -4 | 2 |
| PPARg SRC-2 ag | 6 | 0 | 4 |
| bIAP activator | 1 | 1.1 | 1 |
| PPARg SRC-3 ag | 7 | 0 | -5 |
| TNAP act hi DEA | 1 | 1.1 | 1.1 |
| TNAP inh no acc | -17 | -7 | -11 |
| bIAP inhibitor | 3 | -6 | -2 |
| PPARg SRC1 recr | 7 | 1 | -7 |

Carrying on:
Below each SMILES – TR-FRET SRC-2 ct	TNAP inh hiacc	Efa HMGR inh	PPARg SRC-2 ag	bIAP activator	PPARg SRC-3 ag	TNAP act hi DEA	TNAP inh no acc	bIAP inhibitor	PPARg SRC1 recr
21	CCN(CC)P(=O)(C(NC(=O)OC)C(F)(F)C(F)(F)C(F)(F)C(F)F)N(CC)CC (centres undefined)
  1418	-7	-4	-3	0.9	-3	1.1	-11	6	4
22	CC(C)COC(=O)/C(C#N)=C/c1cn(Cc2ccccc2)c2ccccc12
  1571	8	-4	-5	1	-6	0.9	-25	1	-7
23	CCOC(=O)N1CCN(C(=O)c2ccc(SC)cc2OC)CC1
  1655	-1	-3	11	1	5	1	-6	-2	7
24	CCOC(=O)c1c(C)nc2c3ccccc3ccn12
  1778	-3	-2	1	0.8	5	1	-11	16	7
25	Cc1nnc(SCC(=O)Nc2ccc3c(c2)OCO3)o1
  1634	-6	7	4	0.9	8	1.1	-19	10	-8
26	O=C(C1=NN[C@@H]2C(=O)N(c3cccc(C(F)(F)F)c3)C(=O)[C@H]12)c1ccc2ccccc2n1
  1376	2	-2	0	0.7	-4	1	-49	28	2
27	Cc1ccc(NC(=O)CSc2nnc(CNC(=O)c3ccco3)o2)cc1
  1468	-2	1	-3	1.2	0	1	-3	-17	-2
28	CCCC[n+]1c(-c2ccc(Cl)cc2Cl)csc1Nc1ccccc1
  1568	4	-6	5	0.8	2	1	-10	17	0
29	O=C(Nc1ccc(F)cc1)N1CCN(C/C=C/c2ccccc2)CC1
  1345	0	-3	0	1	-23	1	-2	-5	-3
30	Cc1ccc(C(=O)CC(SCC(=O)O)c2ccc([N+](=O)[O-])cc2)cc1 (centres undefined)
  1609	0	-8	8	0.7	2	1	46	31	12
31	O=C(/C=C/c1ccccc1[N+](=O)[O-])N1CCCCC1
  1482	-1	-3	2	0.9	1	1	8	13	10
32	Nc1nnc(-c2ccccc2F)s1
  1588	-7	-3	10	1	2	1.1	-3	0	15
33	CCN(CC)C(=O)COC(=O)c1cc(-c2ccc(OC)cc2)nc2ccccc12
  1540	1	1	-3	0.9	2	1	-5	8	-1
34	CCCNc1ccc(C(=O)OCC)cc1[N+](=O)[O-]
  1347	6	-2	3	0.8	0	0.9	2	24	-3
35	O=C(Nc1ccccc1)c1ccccc1NC(=O)C(F)(F)F
  1502	-6	-6	6	1	3	1.1	-11	2	-2
36	Cc1c([N+](=O)[O-])cc(C(=O)NCc2ccc(F)cc2)cc1[N+](=O)[O-]
  1459	-5	1	1	0.9	3	1.1	-9	10	-1
37	CN(C(=O)c1ccc(C(=O)N(C)C2CCCCC2)cc1)C1CCCCC1
  1552	.	.	3	.	20	.	.	.	7
38	C[C@H](NS(=O)(=O)c1ccc(Cl)cc1)C(=O)OCC(=O)NC(=O)Nc1ccc2c(c1)OCCO2
  1544	0	-7	1	0.9	6	1	-6	9	5
39	COc1cc2c(cc1O)C(SC)=NC(C)(C)C2
  1659	-3	-7	2	0.9	6	1	-6	11	-1
40	CC1=C(C(=O)OCC(C)C)C(c2cccs2)NC(=S)N1 (centres undefined)
  1560	0	-5	-2	0.9	-8	1	-5	12	-2

Next section:
Below each SMILES – TR-FRET SRC-2 ct	TNAP inh hiacc	Efa HMGR inh	PPARg SRC-2 ag	bIAP activator	PPARg SRC-3 ag	TNAP act hi DEA	TNAP inh no acc	bIAP inhibitor	PPARg SRC1 recr
41	Cc1cccc(OCC(=O)Nc2ccccc2F)c1
  1546	-4	-7	-2	1.1	2	1	-8	-7	-3
42	COC(=O)CCC(=O)Nc1ccc(Br)cc1
  1560	-3	0	-8	0.8	3	1	-4	18	5
43	CC1=C(C)CS(=O)N(S(=O)(=O)c2ccccc2)C1 (centres undefined)
  1613	-6	2	3	0.9	9	1.1	-13	12	0
44	Fc1ccccc1C1CCN(Cc2nc(COc3ccccc3)no2)C1 (centres undefined)
  1496	-9	-6	1	1	1	1.1	-11	1	-1
45	c1cncc(-c2nc(NCCCn3ccnc3)c3ccccc3n2)c1
  1678	-7	1	-3	0.9	1	1.1	0	8	4
46	COCC(=O)Nc1nc2n(n1)C(c1ccc(OC)cc1)CC(c1ccc(OC)cc1)N2 (centres undefined)
  1702	-2	0	-5	1.2	9	1	-1	-23	6
47	O=C(O)c1ccc(COc2ccc3ccccc3c2/C=C2/NC(=O)N(c3ccccc3)C2=O)cc1
  1546	-3	-2	0	1.1	8	1	-6	-9	5
48	NC(=O)CSc1nnc(Cn2cnc3ccccc32)o1
  1461	5	1	-4	1	-8	1	1	1	-8
49	O=C(COC(=O)C12CC3CC(CC(C3)C1)C2)NCc1ccco1
  1640	-7	-5	9	0.9	8	1.1	-15	8	0
50	CCC(=O)Nc1cc(C(=O)O)ccc1S(=O)(=O)c1ccc(C)cc1
  1407	1	-2	12	0.7	2	1	-8	28	-3
51	O=C(Oc1cccc(N2C(=O)CCC2=O)c1)C1CC(=O)N(c2ccc(Br)cc2)C1 (centres undefined)
  1643	-2	0	8	1	-7	1	-7	3	9
52	CCn1c(SCC(=O)Nc2nc(C)c(C(=O)OC)s2)nnc1C(C)C
  1444	-5	1	-7	0.8	-13	1	-7	22	-6
53	O=C1c2ccccc2C2(c3ccc(F)cc3)NCCN12 (centres undefined)
  1541	-3	1	0	1.1	1	1	-2	-12	4
54	Cc1cc(N2CCCC2=O)cc(C)c1S(N)(=O)=O
  1637	2	-1	8	0.9	-3	1	-8	10	4
55	COc1ccc(NC(=O)/C=C/c2ccc(OC)c(OC)c2)cn1
  1719	-4	-4	4	1	5	1	-4	3	4
